Tau FP inhib – inhibitors of human tau fibril formation; P10636; K18 P301L tau heparin fibrillization, Alexa594 FP, 6 h; Potency, µM (top dose mostly 57.7 µM), without a hit: at the top dose activity, negative = inhibition, hits mostly inhibitors; 280,000 compounds, 0.39% hits; further: on the % scale 0 is the no-effect control and ±100 the full control effect; nearly all actives have a fitted effect of over 55% in size
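Steps: dispense K18 P301L tau (15 uM plus 0.24 uM Alexa 594 tracer, final) in pH 7 sodium acetate; add compound; add heparin (20 uM final); incubate 6 hr, 37 C; add ThT (30 uM final); after 1 hr ambient, read FP.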
L3MBTL1 inh – blocks human L3MBTL1 | Q9Y468 | AlphaScreen L3MBTL1–H3K9me1 peptide binding | Potency, µM (highest dose often 57.1 µM), inactives show at the highest dose activity, negative = inhibition, hits mostly inhibitors | 230,000 compounds, 0.66% hits | AID 485360; further: on the % scale 0 is the no-effect control and ±100 the full control effect; nearly all actives have a fitted effect of over 60% in size
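L3MBTL1 50 nM + b-AHA-H3(1-15)K9me1 75 nM, 30 min RT; compound added, 30 min RT; streptavidin donor/Ni-chelate acceptor beads 10 ug/mL each final, 30 min RT dark; AlphaScreen read.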
HTT cytoprotect – Huntington cell model cytoprotection by ATP luminescence | AID 1471 | Potency, µM (titrated, usually from 56.4 µM), for inactives: cytoprotection (ATP increase), usual class: activators | 230,000 compounds, 0.14% hits | PC12 HTT-Q103 induced, cytoprotection, ATP luminescence, 40 h;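 further: % of control where 0% means no effect; nearly all actives have a fitted effect of over 45% in size; toxic huntingtin expression switched on by the ecdysone agonist tebufenozide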
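Rat PC12, Q103 Htt exon1-GFP fusion, ecdysone promoter; tebufenozide inducer 100 nM final; compound titration; qHTS, 1500 cells/well; ATPlite luminescent read.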
TRb SRC2 PPI – disrupts binding of human TR beta to SRC2; P10828; 280,000 compounds, 0.065% hits; Potency, µM (top dose mostly 106 µM), without a hit: at the highest dose activity change, negative = inhibition, actives largely listed as inhibitors; TRbeta-SRC2 peptide binding, fluorescence polarization; receptor liganded with 1 µM T3;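 further: plate controls were bound peptide for no effect and peptide without receptor for full effect; nearly all actives have a fitted effect of over 50% in size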
Target sequence (P10828 whole entry, looked up): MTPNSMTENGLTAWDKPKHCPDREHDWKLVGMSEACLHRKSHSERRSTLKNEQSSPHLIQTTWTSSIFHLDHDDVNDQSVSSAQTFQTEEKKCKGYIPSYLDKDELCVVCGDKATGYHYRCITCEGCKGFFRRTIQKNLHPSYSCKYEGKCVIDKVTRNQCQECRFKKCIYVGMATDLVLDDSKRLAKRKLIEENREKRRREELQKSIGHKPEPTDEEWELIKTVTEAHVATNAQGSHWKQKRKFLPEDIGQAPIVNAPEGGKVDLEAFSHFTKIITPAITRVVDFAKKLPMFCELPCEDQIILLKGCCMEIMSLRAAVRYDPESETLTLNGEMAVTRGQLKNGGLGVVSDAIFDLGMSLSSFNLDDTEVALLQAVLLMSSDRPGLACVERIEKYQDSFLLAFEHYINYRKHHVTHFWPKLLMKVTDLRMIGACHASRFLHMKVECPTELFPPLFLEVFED
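Human TRb LBD (0.6 uM) plus Texas Red-labeled SRC2 peptide (20 nM), 1uM T3, 5% DMSO, 5 hr at ambient temperature. Decreased polarization (555/632 nm) flags inhibition; data normalized to free and bound peptide controls.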
Tau fibril ThT – inhibitors of human tau fibril formation, thioflavin T binding; P10636; recombinant tau K18 P301L, heparin-induced fibrillization, ThT fluorescence; Potency, µM (doses to about 57.4 µM), for inactives: at the highest dose activity, negative = inhibition, actives largely listed as inhibitors; 270,000 compounds, 2.1% hits; AID 1460; further: on the % scale 0 is the no-effect control and ±100 the full control effect; nearly all actives have a fitted effect of over 55% in size
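Tau K18 P301L fragment (15 uM unlabeled plus 0.24 uM Alexa 594-labeled) in 100 mM sodium acetate pH 7 with compound, fibrillization induced by 20 uM heparin for 6 hr at 37 C. Thioflavin T (30 uM) added, fluorescence read after 1 hr (ex 450, em 510 nm).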
TR SRC2 fluor cs – alters Texas Red total fluorescence, flagging assay interference | AID 1479 | TRb/SRC2 Texas Red total fluorescence interference | 280,000 compounds, 0.29% hits | Potency, µM (top dose mostly 106 µM), without a hit: at the top dose fluorescence change, negative = quenching; active means well fitted curve in either direction with a large enough effect; inconclusive means small, poorly fitted or top-dose-only effect; further: on the % scale 0 is the no-effect control and ±100 the full control effect
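Human TRβ ligand-binding domain (0.6 uM) and Texas Red SRC2 peptide (20 nM) in Tris buffer with 1 uM T3 and 5% DMSO were incubated with pinned compound for 5 hr at ambient temperature. Total fluorescence was computed as S + 2P (555/632 nm).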
RECQ1 helicase – blocks DNA unwinding by human RECQ1; P46063; RECQ1 DNA unwinding, red fluorescence kinetic read; Potency, µM (titrated, usually from 57.3 µM), for the others: at the highest dose activity, negative = inhibition, usual class: inhibitors; 240,000 compounds, 0.54% hits; AID 2549;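 further: plate controls were vehicle for no effect and no enzyme for full effect; nearly all actives have a fitted effect of over 30% in size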
Target sequence (P46063 whole entry, looked up): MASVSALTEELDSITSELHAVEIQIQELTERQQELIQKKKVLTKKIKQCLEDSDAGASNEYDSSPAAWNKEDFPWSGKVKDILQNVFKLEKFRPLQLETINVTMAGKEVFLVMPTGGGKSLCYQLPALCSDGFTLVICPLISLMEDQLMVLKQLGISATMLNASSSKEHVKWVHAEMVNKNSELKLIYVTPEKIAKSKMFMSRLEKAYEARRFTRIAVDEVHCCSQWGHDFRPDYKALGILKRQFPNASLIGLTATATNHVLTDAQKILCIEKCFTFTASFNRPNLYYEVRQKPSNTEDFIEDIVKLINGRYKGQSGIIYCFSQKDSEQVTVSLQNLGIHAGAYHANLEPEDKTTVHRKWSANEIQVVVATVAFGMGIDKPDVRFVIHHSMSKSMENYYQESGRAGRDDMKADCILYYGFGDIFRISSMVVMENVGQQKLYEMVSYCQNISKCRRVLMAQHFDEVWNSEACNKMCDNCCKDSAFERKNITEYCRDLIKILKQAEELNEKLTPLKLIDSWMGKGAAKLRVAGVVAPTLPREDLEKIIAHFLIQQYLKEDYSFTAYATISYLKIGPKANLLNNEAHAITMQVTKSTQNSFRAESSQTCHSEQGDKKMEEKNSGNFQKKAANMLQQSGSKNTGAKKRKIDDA
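50 nM RECQ1T1 preincubated 15 min with compound in Tris pH 8.0 buffer with MgCl2, DTT, Tween-20 and 2.5 ug/ml poly(dI-dC); started with 200 nM TAMRA/BHQ-2 forked duplex and 2 mM ATP. Unwinding read as fluorescence (525/598 nm), two reads 2 h apart.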
Tau fluor counter – counter-screen for tau fibril formation inhibitors. 280,000 compounds, 0.93% hits. Potency, µM (highest dose often 57.7 µM), without a hit: at the highest dose activity change, negative = decrease. AID 1463. tau K18 P301L Alexa594 fluorescence, heparin fibrillization; further: on the % scale 0 is the no-effect control and ±100 the full control effect; nearly all actives have a fitted effect of over 55% in size
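Human tau K18 P301L (15 uM unlabeled, 0.24 uM Alexa 594-labeled) in 100 mM sodium acetate pH 7 with 20 uM heparin, 6 hr at 37 C. ThT 30 uM added, 1 hr ambient; Alexa 594 FP and total fluorescence read at 555/632 nm.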
Active calls of the source: *; i = inactive; ? = inconclusive; · = no result given; [ ] = another dose, or the depositor's remark. Unless noted, the call rests on the fitted dose curve; in most records, active means well fitted curve in the direction sought with a large enough effect; inconclusive means small, poorly fitted or top-dose-only effect, or another doubt; inactive means no such curve, though single readings can be large; an effect the other way counts as inactive or inconclusive. Potency means the concentration at half of the fitted maximal effect.

SMILES	Tau FP inhib	L3MBTL1 inh	HTT cytoprotect	TRb SRC2 PPI	Tau fibril ThT	TR SRC2 fluor cs	RECQ1 helicase	Tau fluor counter
Cn1nccc1C(=O)Nc1ccc(Cl)cc1	3%	11%	3%	-9%	6%	-4%	-9%	3%
Cc1ccc(NC(=O)CN(C)C(=O)c2ccc(Cl)c([N+](=O)[O-])c2)cc1	4%	-2%	-12%[10 µM]	-31%	-3%	3%	-2%	0%
O=C(Cn1nc(-c2ccccc2)ccc1=O)NCc1ccc(F)cc1Cl	-8%	·	·	-2%	-13%	-3%	·	-9%
CCC(Cl)CC(Cl)C(Cl)C(Cl)C(Cl)C(C)Cl (stereo unspecified)	·	·	6%	-17%	·	0%	-3%	·
Nn1c(Cc2ccccc2F)nnc1SCC(=O)Nc1cccc(S(=O)(=O)NC2=NCCCCC2)c1	5%	4%	37%[10 µM]	1%	-2%	-1%	0%	-1%
CCOC(=O)c1ccc2c(c1)N(CC(=O)N1CCCCC1)C(=O)C(C)(C)O2	-7%	-6%	-8%[10 µM]	-1%	-14%	-4%	-2%	-8%
CC(/C=N/NC(=O)Cn1cnc2c1c(=O)n(C)c(=O)n2C)=C\c1ccccc1	4%	-2%	-14%[10 µM]	3%	9%	3%	-5%	2%
COCCn1c(SCc2nc3scc(-c4ccc(Cl)cc4)c3c(=O)[nH]2)nnc1-c1cccc(C)c1	1%	1%	-11%[10 µM]	1%	?	-7%	-7%	-16%
CC(C)(C)NC(=O)C(=O)NNC(=O)c1cccc(F)c1	-3%	·	?	-16%	-5%	0%	-12%	-3%
O=C(NCc1ccco1)C1CCN(C(=O)c2cc3sccc3n2Cc2ccc(Cl)cc2)CC1	4%	·	-3%[10 µM]	-7%	-26%	4%	-12%	-19%
Cc1ccccc1-n1nnnc1SCC(=O)c1c(N)n(C)c(=O)n(C)c1=O	-3%	9%	-1%[10 µM]	-1%	4%	-2%	6%	-8%
Nc1nc(CN2CCN(c3ccccc3F)CC2)nc(Nc2ccc3c(c2)OCCO3)n1	4%	-11%	-18%	-16%	-14%	-3%	-4%	-14%
CCOC(=O)c1c(NC(=O)C(C)Sc2cn(CCNC(=O)c3ccc(OC)c(OC)c3)c3ccccc23)sc2c1CCC2 (stereo unspecified)	2%	·	·	15%	-4%	5%	·	-21%
Cc1ccc(CNC(=O)CCC2CCCN(C(=O)c3ccc4c(c3)OCO4)C2)o1 (stereo unspecified)	-8%	6%	-46%[inhibitor]	-1%	?	1%	0%	0%
Cc1ccc(-n2nc(CO)c(C(=O)NCCCCc3ccccc3)n2)cc1C	-5%	·	·	-2%	-1%	1%	·	2%
O=C(CSc1ccc2c(c1)OCCO2)NC(=O)NC1CCCC1	8%	4%	5%[10 µM]	-4%	1%	-5%	-2%	2%
CN(C(=O)CCc1nnc(CCCCc2ccccc2)o1)C1CCOCC1	-2%	1%	15%[10 µM]	1%	-10%	-2%	-4%	2%
COc1cc(CN(C2CCCCC2)S(=O)(=O)c2ccc(S(=O)(=O)N(C)C3CCCCC3)cc2)cc(OC)c1OC	-1%	-1%	-4%[10 µM]	6%	1%	-1%	6%	-5%
CN(CC(=O)O/N=C(\N)c1ccc([N+](=O)[O-])cc1)S(=O)(=O)c1ccc2ccccc2c1	5%	·	-1%[10 µM]	-7%	-18%	1%	-5%	?
Cc1cc(C(=O)N2CCCC(C(=O)c3ccc4ccccc4c3)C2)n(C)n1 (stereo unspecified)	7%	-11%	1%[10 µM]	0%	0%	-2%	i	6%
CC1(N(O)C=C2C=CC(=O)C=C2)CCCCC1=O (stereo unspecified)	0%	12%	-3%[10 µM]	6%	-2%	-4%	i	-1%
Cc1cccc(C(=O)N[C@H](C(=O)Nc2cc(S(=O)(=O)N3CCCCC3)ccc2C)C(C)C)c1	4%	0%	-10%[1.9 µM]	-5%	-15%	-5%	-2%	-20%
CCC(C)N(C(=O)c1csnn1)C(C(=O)NCc1ccc(F)cc1)c1ccco1 (stereo unspecified)	?	-2%	-15%	6%	-4%	1%	i	-1%
O=C(O)COc1ccccc1/C=N/NC(=O)c1cccc(S(=O)(=O)N2CCOCC2)c1	13%	-6%	-9%[10 µM]	-1%	0%	2%	-17%	-2%
CCN(CC)CCNC(=O)c1cc2c(-c3cccc(OC)c3)nn(C)c2s1	-19%	·	·	1%	0%	-4%	·	-16%
COc1cccc2c1OC[C@@H](CO)[C@H]2N(C)C(=O)Nc1ccc(Cl)cc1Cl	4%	-2%	-2%	9%	-6%	4%	-1%	-2%
COc1ccc(OC)c(CNC(=O)c2cccc(NC(=O)N3CCSc4ncccc43)c2)c1	-3%	·	·	-3%	6%	-2%	·	4%
Cc1cc(=S)cc(C)n1CCO	-8%	1%	·	-7%	-6%	-1%	16%	3%
CC(CNS(=O)(=O)c1ccccc1)(c1ccccc1)N1CCOCC1 (stereo unspecified)	-8%	5%	3%[10 µM]	3%	-2%	-3%	-7%	-7%
CC(NC(=O)Cn1c(-c2cccs2)cc2cc(F)ccc21)c1ccccc1 (stereo unspecified)	1%	·	·	1%	2%	5%	·	-13%
COc1ccccc1/C=C/CN1CC(C)OC(C)C1 (stereo unspecified)	0%	-5%	-6%	0%	-4%	0%	i	-3%
CCCCCCCC#Cc1ccccc1C(NC(=O)OC)C(C(=O)OC)C(=O)OC (stereo unspecified)	1%[11.6 µM]	·	?	9%[11.2 µM]	-13%[11.5 µM]	-1%[11.2 µM]	i[11.5 µM]	-18%[11.6 µM]
c1ccc2c(c1)CC1(CCCC1)N=C2N1CCOCC1	1%	1%	26%[10 µM]	5%	1%	-4%	2%	-1%
Fc1cccc(CSc2nnc3ccc(-c4ccncc4)nn23)c1	-3%	·	?	-4%	0%	-5%	-3%	-5%
CCCCCn1c2c(c(=N)c3ccccc31)CCC2	-1%	-17%	-27%[10 µM]	1%	0%	-2%	12%	7%
O=C(Nc1ccc2c(c1)nc1n2CCOC1)c1ccccc1	3%	1%	-137%[inhibitor][0.074 µM]	-2%	?	0%	-10%	1%
O=C(CNC(=O)c1ccccc1F)N/N=C/c1cn[nH]c1-c1ccccc1	5%	3%	-23%[1.9 µM]	-8%	5%	6%	5%	2%
Cc1c(Br)c(C(=O)N2CCc3ccccc32)nn1C	5%	-2%	·	-6%	-15%	-2%	-1%	-14%
O=C(CC1SCCNC1=O)Nc1ccc(Cl)c(Cl)c1 (stereo unspecified)	-7%	-2%	-6%[10 µM]	2%	-2%	-1%	14%	0%
COc1ccc(N/N=C2/CCCCC2=O)cc1	0%	·	-74%[inhibitor]	-16%	?	-1%	7%	-17%
Cn1c(=O)c2cnc(-c3ccc(C(F)(F)F)cc3)nc2n(C)c1=O	7%	11%	-13%[10 µM]	5%	-4%	4%	5%	0%
COC(=O)Nc1ccc(S(=O)(=O)N(C)C)cc1	1%	·	-7%	-17%	2%	-3%	-10%	3%
O=C1c2ccccc2C(=O)C1C1=Nc2ccccc2NC(c2ccccc2)C1 (stereo unspecified)	9%	-10%	3%[10 µM]	3%	?	-1%	i	-22%
CCc1nc2nc(C)cc(Nc3cccc(C(F)(F)F)c3)n2n1	0%	·	-5%	-5%	2%	1%	-7%	-2%
CC(C)COc1ccc(C/C(N)=N/n2cnnc2)cc1	1%	6%	·	5%	4%	-1%	15%	12%
CCOC(=O)c1c(C(F)(F)F)cc(-c2ccc(F)cc2)nc1C	-6%	36%[activator]	1%[10 µM]	4%	-1%	2%	i	-2%
O=C(CSCc1cnn(-c2ccccc2)c1-n1cccc1)NCc1ccc(Cl)cc1	1%	·	·	0%	-1%	-1%	·	14%
CCCCOCCCNC(=O)N[C@H](C(=O)OC)C(C)C	?	-4%	-6%	-4%	-3%	-4%	i	1%

Whole records, quoted from the list:
CCN(CC)CCNC(=O)c1cc2c(-c3cccc(OC)c3)nn(C)c2s1 across the screens: Tau FP inhib = -19%; L3MBTL1 inh = ·; HTT cytoprotect = ·; TRb SRC2 PPI = 1%; Tau fibril ThT = 0%; TR SRC2 fluor cs = -4%; RECQ1 helicase = ·; Tau fluor counter = -16%
Cc1cc(C(=O)N2CCCC(C(=O)c3ccc4ccccc4c3)C2)n(C)n1 (stereo unspecified) across the screens: Tau FP inhib = 7%; L3MBTL1 inh = -11%; HTT cytoprotect = 1%[10 µM]; TRb SRC2 PPI = 0%; Tau fibril ThT = 0%; TR SRC2 fluor cs = -2%; RECQ1 helicase = i; Tau fluor counter = 6%
CC1(N(O)C=C2C=CC(=O)C=C2)CCCCC1=O (stereo unspecified) across the screens: Tau FP inhib = 0%; L3MBTL1 inh = 12%; HTT cytoprotect = -3%[10 µM]; TRb SRC2 PPI = 6%; Tau fibril ThT = -2%; TR SRC2 fluor cs = -4%; RECQ1 helicase = i; Tau fluor counter = -1%

(further entries)
SMILES	Tau FP inhib	L3MBTL1 inh	HTT cytoprotect	TRb SRC2 PPI	Tau fibril ThT	TR SRC2 fluor cs	RECQ1 helicase	Tau fluor counter
O=C(c1cc2ccccc2o1)N1CCN=C1SCc1cccnc1	2%	4%	0%	1%	-18%	0%	4%	-14%
CCCNC(=O)Cn1cnc2sc(C(=O)N3CCN(Cc4ccc5c(c4)OCO5)CC3)c(C)c2c1=O	-6%	·	-25%	6%	-4%	-1%	-3%	-4%
CC(C)C[C@H](NC(=O)c1nc[nH]c1C(=O)N1CCc2ccccc2C1)C(=O)OCc1ccccc1	-2%	·	17%[10 µM]	4%	2%	-4%	i	-12%
O=C(Cc1cccs1)N1CCCC(c2nc3c(nnn3Cc3cccc(Cl)c3)c(=O)[nH]2)C1 (stereo unspecified)	1%	-7%	-7%	-9%	-17%	1%	-9%	-10%
CC(C)CNC(=O)c1ccc(Cl)c(N)c1	3%	0%	·	1%	-2%	0%	i	-3%
COc1ccc(N2CCN(S(=O)(=O)c3cnc[nH]3)CC2)cc1	1%	8%	0%[10 µM]	2%	-10%	-2%	i	-7%
Cc1ccc(S(=O)(=O)N2CCC(C(=O)N/N=C/c3ccncc3)CC2)cc1	-11%	-14%	-38%[inhibitor]	0%	3%	-2%	i	-2%

These rows are one share of the data (hit frequency here may not be typical).
